Source: PubChem BioAssay (several laboratories)
CaV13 ICDI inh: Disruptors of the CACNA1D IQ motif to Ca2+-dependent inactivation inhibitor domain association, primary screening, Förster resonance energy transfer in intact living …; HEK cells, CFP/YFP FRET ICDI-IQ, plate reader, 10 min; percent FRET-ratio fall versus neutral wells; inhibition, % at 12.3 µM; 340,000 tested, 0.098% active; AID 743397;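 active = mean replicate inhibition of at least 30% and at least 1% of replicates passing that level; inconclusive = only one of the two criteria is met; inactive = neither criterion is met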;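 note: 0% = median of the neutral control wells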
Vif inh: blocks HIV Vif function; HEK293T cells, Vif self-association by quenched fluorescence, imaging, 24 h; 340,000 tested, 0.35% active; AID 602346; inhibition, % at 7.49 µM; in the data active = inhibition above about 50%, passing the limit was not always enough; inconclusive = no clear call, values can overlap the other calls; inactive = below about 31%; note: some results filed as inactive read as strong as hits
aDG glyco up: alpha-DG glycosylation activation | activation, % at 10 µM | 360,000 tested, 0.22% active | Pro5-aDG cells, alpha-DG glycosylation AlphaScreen (IIH6); 0% Pro5, 100% B10-LARGE cell signal;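 active = activation of at least 8% versus controls, or a plate z-score of at least 8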;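 note: Pro5 are CHO cells carrying HIG-tagged alpha-DG that lacks glycosylation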
Exocytosis inh: blocks lytic granule exocytosis. TALL-104 LAMP-1 surface exposure, flow cytometry; cells stimulated with thapsigargin and PMA. inhibition, % at 10 µM. 360,000 tested, 0.66% active. AID 651702;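 active = inhibition above about 55%, limit read from the data; inconclusive = no clear call, values can overlap the other calls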
Cardio protect: modulators protecting cardiomyocytes from myocardial damage | H9c2 cardiomyocytes, H2O2 injury protection, ATPLite, 2 h | protection from H2O2 cell death, % at 20 µM | 360,000 tested, 0.63% active;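 active = compounds giving at least 50% protection of heart cells from peroxide-induced death in the single-dose screen, raw or plate-pattern-corrected value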;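 note: 0% = DMSO wells with peroxide and 100% = DMSO wells without peroxide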
N-glyco inh: blocks N-linked glycosylation in D54 reporter cells; D54 ERlucT glycosylation luciferase reporter, 24 h; percent of 100 nM tunicamycin response; reporter increase, % at 12.5 µM; AID 588692; 360,000 tested, 0.23% active;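 active = mean luciferase reporter signal, scaled so untreated is 0 and the glycosylation-blocking control 100, at or above a set limit in every replicate; inconclusive = mean reaches the limit but not every replicate does; inactive = mean below the limit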;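 note: luciferase carries N-glycosylation sites so blocking glycosylation raises the light; 0% = median of neutral control wells and 100% = median of 100 nM tunicamycin wells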
ABCB6 inh MLPCN: human ABCB6 transporter inhibition. Q9NP58. K562-ABCB6 porphyrin accumulation, flow cytometry, 1 h; stronger effect = lower value. AID 602162. 360,000 tested, 0.19% active. fluorescence ratio to DMSO, % at 10 µM;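 active = fluorescence ratio to DMSO below 75%, the collection mean minus 3 SD; inconclusive = too few cells collected in the well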;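 note: signal is porphyrin accumulated inside mitochondria; 100% equals median channel fluorescence of DMSO control wells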
PDI turbidity: inhibitors of human protein disulfide isomerase | P07237 | PDI insulin aggregation turbidity, A650, 90 min | inhibition, % at 10 µM | 350,000 tested, 0.052% active | AID 588391;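 active = mean inhibition across replicates of 30% or more, whatever share of single replicates reach that level; inconclusive = mean inhibition below 30% while every single replicate reaches 30%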;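 note: absorbance from insulin aggregation driven by PDI reduction with DTT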
Target sequence (P07237 whole entry, looked up): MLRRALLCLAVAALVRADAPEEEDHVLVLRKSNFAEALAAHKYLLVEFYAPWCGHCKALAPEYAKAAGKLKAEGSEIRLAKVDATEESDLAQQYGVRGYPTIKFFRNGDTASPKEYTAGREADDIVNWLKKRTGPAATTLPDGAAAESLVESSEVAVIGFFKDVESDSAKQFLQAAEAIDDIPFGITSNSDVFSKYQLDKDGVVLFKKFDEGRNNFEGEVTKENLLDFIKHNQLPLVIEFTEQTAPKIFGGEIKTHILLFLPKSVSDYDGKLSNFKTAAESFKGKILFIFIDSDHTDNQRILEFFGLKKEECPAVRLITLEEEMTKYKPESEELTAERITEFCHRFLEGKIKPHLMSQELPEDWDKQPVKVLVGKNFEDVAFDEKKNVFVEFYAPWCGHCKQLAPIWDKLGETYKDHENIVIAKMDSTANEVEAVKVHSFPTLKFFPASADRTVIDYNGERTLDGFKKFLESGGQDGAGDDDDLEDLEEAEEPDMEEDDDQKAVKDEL
HTR2A ag: mouse HTR2A agonism via beta-arrestin recruitment; P35363; CHO-K1 mHTR2A beta-arrestin complementation, luminescence; percent of 30 µM serotonin response; activation, % at 7.6 µM; 360,000 tested, 0.66% active; AID 624169;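 active = activation above a run cutoff, the mean activation of all tested compounds plus 3 SD, cut at about 14% in these data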;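 note: 0% = plate median of compound wells and 100% = 30 µM serotonin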
Target sequence (P35363 whole entry, looked up): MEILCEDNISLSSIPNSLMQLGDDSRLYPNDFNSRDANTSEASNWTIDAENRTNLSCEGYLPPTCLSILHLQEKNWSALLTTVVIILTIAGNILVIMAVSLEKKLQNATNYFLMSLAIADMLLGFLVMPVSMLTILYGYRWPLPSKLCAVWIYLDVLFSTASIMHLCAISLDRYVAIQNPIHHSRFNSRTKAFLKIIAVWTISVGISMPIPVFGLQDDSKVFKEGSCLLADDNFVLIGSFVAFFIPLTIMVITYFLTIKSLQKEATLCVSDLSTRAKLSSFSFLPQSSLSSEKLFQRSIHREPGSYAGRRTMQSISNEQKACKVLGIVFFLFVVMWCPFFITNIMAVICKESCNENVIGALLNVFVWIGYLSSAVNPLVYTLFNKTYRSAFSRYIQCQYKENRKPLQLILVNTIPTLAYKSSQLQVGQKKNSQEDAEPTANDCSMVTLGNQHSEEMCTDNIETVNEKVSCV
iPSC survival up: hiPSC single-cell survival enhancement; ATPlite luminescence; 100% = ROCK inhibitor wells, 0% = DMSO; survival enhancement, % at 20 µM; 360,000 tested, 0.044% active; AID 602274; in the data active = survival enhancement above about 18%;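 note: cells exposed to compounds for 16 hours before the ATP read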
Numbers without * were called inactive; ? = inconclusive; . = not tested or not shown.

1) CC1CCc2sc(C(=O)N/N=C/C3CCCCC3)cc2C1 (stereo unspecified)
2) CCS(=O)(=O)N1CCC(C(=O)N2CCN(c3ccccc3)CC2)CC1
3) CCC(C)c1ccc(C2C3=C(Nc4nc(N)[nH]c(=O)c42)c2ccccc2C3=O)cc1 (stereo unspecified)
4) CC(NCC(=O)Nc1ccccc1C(=O)NC1CC1)c1ccco1 (stereo unspecified)
5) FC(F)(F)c1ccc(Oc2ccc3c(C(F)(F)F)cc(C(F)(F)F)nc3n2)cc1
6) COc1ccc(C(=O)NC2CCc3ccccc32)cc1OC1CCN(C(C)=O)CC1 (stereo unspecified)
7) CC(C)(C)c1ccc(C(=O)Nc2cccc(S(=O)(=O)NC3=NCCC3)c2)cc1
8) COc1cccc2ccc(CC(O)(c3ccccc3)c3ccccc3)nc12

Assay by compound	1	2	3	4	5	6	7	8
CaV13 ICDI inh	-5	-4	-4	-1	.	-5	-2	-6
Vif inh	.	18	-1	10	-3	-8	-11	-1
aDG glyco up	-0.3	0.1	-0.3	-0.2	-0.1	0.0	0.0	0.2
Exocytosis inh	3	3	0	3	-3	-7	-7	2
Cardio protect	6	6	13	8	0	-4	-26	5
N-glyco inh	-4	0	11	0	-2	0	-8	-2
ABCB6 inh MLPCN	106	92	116	99	91	101	94	104
PDI turbidity	?	-8	-6	4	6	-6	6	0
HTR2A ag	-2	8	-3	-5	3	3	1	-2
iPSC survival up	-3.0	1.6	-0.3	0.3	-1.2	-0.1	-0.6	-0.1

9) FC(F)Sc1nc(-c2ccccc2)c(-c2ccccc2)n1C(F)F
10) CC(=O)NC(=S)Nc1ccc(NC(=S)NC(=O)/C=C/c2ccco2)cc1
11) Cc1ccc(C(=O)COC(=O)CNC(=O)C(c2ccccc2)c2ccccc2)cc1[N+](=O)[O-]
12) O=C(c1ccc(N2CCCC2)c([N+](=O)[O-])c1)N1CCN(S(=O)(=O)c2ccc(Cl)cc2)CC1
13) CNc1nnc(CSc2nc(C)cc(C)n2)s1
14) COCCN(C(=S)Nc1ccccc1C)C(C)c1cccnc1 (stereo unspecified)
15) Cc1nn(C(C)C(=O)NC2CCC(C)CC2)c(=O)c2nn(-c3ccccc3)c(C)c12 (stereo unspecified)
16) COc1cc([C@@H]2CC=C(C(=O)O)[C@H](c3ccc(C)cc3)N2S(=O)(=O)c2ccc(C)cc2)cc(OC)c1OC

Assay by compound	9	10	11	12	13	14	15	16
CaV13 ICDI inh	-5	-4	-3	-2	-7	-5	-2	-8
Vif inh	-2	3	.	-3	-1	2	3	-4
aDG glyco up	0.1	-0.2	0.3	-0.2	0.2	-0.2	-0.5	-0.3
Exocytosis inh	2	0	0	3	3	-1	0	-1
Cardio protect	3	-6	16	-11	3	6	-6	-4
N-glyco inh	2	-1	1	-1	0	1	2	0
ABCB6 inh MLPCN	106	93	80	96	94	100	104	101
PDI turbidity	8	13	-10	-20	-10	-21	3	14
HTR2A ag	-2	-2	-3	3	-2	-5	-1	1
iPSC survival up	-0.9	0.3	-0.7	-0.3	-0.5	3.5	-0.4	-1.7

17) COC(=O)c1cc2ccsc2n1Cc1nc(-c2ccc(Cl)cc2)oc1C
18) Cc1ccc(S(=O)(=O)c2nc(Nc3ccccc3N3CCOCC3)sc2Cl)cc1
19) C/C(=C\c1cccc(Br)c1)C(=O)c1c(C)cc(C)[nH]c1=O
20) CCOC(=O)c1c(C)[nH]c(C(=O)OCC(=O)Nc2ccccc2)c1C
21) c1ccc(Oc2nnc(-c3cccs3)c3ccccc23)cc1
22) NC(=O)CCSC(=S)N1CCOCC1
23) O=C1C2CC=C(Cl)CC2C(=O)N1CCc1ccccc1 (stereo unspecified)
24) COc1ccc(CCNC(=O)CCNS(=O)(=O)c2cccc3nonc23)cc1OC

Assay by compound	17	18	19	20	21	22	23	24
CaV13 ICDI inh	-6	-9	-18	-15	-5	8	-6	-5
Vif inh	2	-4	-10	-2	-2	3	-8	12
aDG glyco up	0.1	0.5	0.3	-0.2	0.3	-0.1	-0.2	0.0
Exocytosis inh	-1	38	-3	0	-2	-3	4	-4
Cardio protect	-5	-4	-4	-1	16	0	9	6
N-glyco inh	-7	-6	-1	1	-3	-1	-1	0
ABCB6 inh MLPCN	96	104	101	97	104	101	101	505
PDI turbidity	1	-5	-6	2	-1	-2	6	-1
HTR2A ag	-3	-3	2	7	7	3	2	-3
iPSC survival up	1.3	2.9	1.1	-0.5	1.3	0.4	-0.7	3.4

Exported with each value named: part of the list above
23	O=C1C2CC=C(Cl)CC2C(=O)N1CCc1ccccc1 (stereo unspecified)
- CaV13 ICDI inh: -6
- Vif inh: -8
- aDG glyco up: -0.2
- Exocytosis inh: 4
- Cardio protect: 9
- N-glyco inh: -1
- ABCB6 inh MLPCN: 101
- PDI turbidity: 6
- HTR2A ag: 2
- iPSC survival up: -0.7

22	NC(=O)CCSC(=S)N1CCOCC1
- CaV13 ICDI inh: 8
- Vif inh: 3
- aDG glyco up: -0.1
- Exocytosis inh: -3
- Cardio protect: 0
- N-glyco inh: -1
- ABCB6 inh MLPCN: 101
- PDI turbidity: -2
- HTR2A ag: 3
- iPSC survival up: 0.4

Later entries:
25) O=C(Cc1cc(C(=O)O)c2ccccc2n1)Nc1ccccc1
26) O=C(COc1ccccc1-c1ccccc1)N/N=C/c1ccc2ccccc2c1
27) COc1cccc(CNC(=O)CS(=O)(=O)Cc2nc(-c3ccc(C)cc3)oc2C)c1OC
28) Cc1cc(=O)c2c(O)c(O)ccc2o1
29) CCC(C)N1C(=O)S/C(=C/c2ccc(N3CCOCC3)cc2C)C1=O (stereo unspecified)
30) CN(c1ccc(OCC(=O)NCc2cccnc2)cc1)S(=O)(=O)c1ccc(Cl)cc1
31) Cn1c(SC/C=C/c2ccccc2)nnc1-c1cccs1
32) C=CCSc1nc(N)cc(=O)[nH]1

Assay by compound	25	26	27	28	29	30	31	32
CaV13 ICDI inh	-5	-3	-10	.	-13	-2	-6	-3
Vif inh	16	-21	2	7	0	2	-3	3
aDG glyco up	-0.2	-0.3	-0.1	0.1	-0.2	-0.3	-0.2	-0.1
Exocytosis inh	8	0	3	-1	4	-2	0	0
Cardio protect	-4	6	-10	50*	13	-5	2	-4
N-glyco inh	3	-1	0	3	0	-2	12	0
ABCB6 inh MLPCN	101	95	94	96	98	99	100	95
PDI turbidity	4	7	.	-3	3	-5	-1	8
HTR2A ag	-2	-3	5	0	0	2	3	-4
iPSC survival up	-1.6	1.0	0.7	-0.2	-3.2	-1.9	-0.1	-0.7

33) CCCCNC(=O)C1(C)CCN1C(=O)c1ccccc1Br (stereo unspecified)
34) CC(C)Cn1c(N)c(C(=O)COC(=O)c2cc(S(=O)(=O)N3CCOCC3)ccc2Br)c(=O)n(C)c1=O
35) CCc1ccc(S(=O)(=O)NCc2ccc(C(=O)NCCN(Cc3ccccc3)C(C)C)cc2)cc1
36) Oc1ccc(Cl)cc1CNCc1ccc(F)c(F)c1
37) CN(CC(=O)O)S(=O)(=O)c1ccc2c(c1)NC(=O)CC(=O)N2
38) CN(NC(=O)c1cccc(Cl)c1)c1nc(-c2ccccc2)nnc1C(F)(F)F
39) COc1ccccc1CNC(=O)C1(C)CCN1C(=O)C1(c2ccccc2)CC1 (stereo unspecified)
40) O=C1CC(c2cccc(Br)c2)C2=C(COC2=O)N1 (stereo unspecified)

Assay by compound	33	34	35	36	37	38	39	40
CaV13 ICDI inh	-6	-5	-9	-10	6	-1	-11	-4
Vif inh	.	15	.	-2	0	2	-6	-1
aDG glyco up	-0.2	0.5	4.5*	0.0	-0.2	0.3	-0.2	0.7
Exocytosis inh	-4	7	3	-2	0	-2	13	-2
Cardio protect	2	37	-28	3	4	-25	4	-2
N-glyco inh	-1	-1	-8	-1	0	3	-1	2
ABCB6 inh MLPCN	103	96	99	102	102	95	95	100
PDI turbidity	3	3	-2	2	-2	-3	-1	-1
HTR2A ag	-1	9	-6	-12	6	1	0	3
iPSC survival up	-2.0	-0.1	0.2	1.6	0.1	3.1	2.0	5.8

41) Cc1ccccc1N1CCN(S(=O)(=O)CC23CCC(CC2=O)C3(C)C)CC1 (stereo unspecified)
42) CC1Cc2ccccc2N1C(=O)Cn1nnc(-c2ccccc2NC(=O)C2CCC2)n1 (stereo unspecified)
43) CC(=O)Nc1ccc(S(=O)(=O)N2CCN(C(=O)c3ncoc3-c3ccccc3)CC2)cc1
44) COc1ccc(Cc2nc(-c3ccc(Cl)cc3)no2)cc1
45) O=C(COc1ccc(Cl)cc1Cl)Nc1ccc(CN2CCCCC2)cc1
46) Cc1nc(Nc2cccc(Cl)c2)c2oc3ccccc3c2n1
47) Cc1cccc2sc(N(CCCN(C)C)C(=O)COc3ccc(Cl)cc3)nc12
48) Cc1cc(N2CCN(C)CC2)nc2ccc(NC(=S)N3CCCCCC3)cc12
49) CC(C)C[C@@H](CN1CCC[C@@H]1CN1C(=O)C(=O)NC[C@@H]1Cc1ccccc1)N1C[C@H](Cc2ccc(O)cc2)N(CC2CCCCC2)C(=O)C1=O

Assay by compound	41	42	43	44	45	46	47	48	49
CaV13 ICDI inh	-9	-7	-7	-3	-7	-17	-2	-15	-5
Vif inh	-10	-7	-9	9	8	-4	5	1	.
aDG glyco up	0.0	0.3	0.0	0.3	-0.1	0.0	0.0	0.2	-0.2
Exocytosis inh	4	16	2	3	12	38	9	7	-3
Cardio protect	-5	21	-5	-6	-12	17	3	-3	-3
N-glyco inh	-2	-3	-3	-1	0	2	-3	-1	-1
ABCB6 inh MLPCN	88	88	92	90	97	97	87	97	98
PDI turbidity	3	-4	-1	-4	8	-3	-3	5	8
HTR2A ag	-1	3	0	-1	-3	-2	-1	-8	3
iPSC survival up	0.1	3.0	0.4	-2.6	-1.2	-0.7	-0.5	0.0	-2.5
